Rv3671c inh = inhibits the M. tuberculosis serine protease Rv3671c; P9WHR9; inhibition, % at 5.96 µM; actives 0.048% (n = 320,000); in the data active = inhibition above about 38%;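 also: extracellular domain of Rv3671c used as enzyme; 0% = enzyme with DMSO and 100% = no enzyme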
Target sequence (P9WHR9 whole entry, looked up, the tested form may be a part): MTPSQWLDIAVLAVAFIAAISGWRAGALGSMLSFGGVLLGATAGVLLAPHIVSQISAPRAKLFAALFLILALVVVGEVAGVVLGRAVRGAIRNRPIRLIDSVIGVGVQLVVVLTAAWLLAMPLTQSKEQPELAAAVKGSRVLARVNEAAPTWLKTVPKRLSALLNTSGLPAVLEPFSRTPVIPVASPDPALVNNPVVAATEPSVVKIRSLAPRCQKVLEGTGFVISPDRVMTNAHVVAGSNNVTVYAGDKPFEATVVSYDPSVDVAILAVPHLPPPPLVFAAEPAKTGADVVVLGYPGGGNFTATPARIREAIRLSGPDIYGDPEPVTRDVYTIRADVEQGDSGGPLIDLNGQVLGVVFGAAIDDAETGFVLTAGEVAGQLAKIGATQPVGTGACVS
GDH-TPI counter = GDH-TPI coupled enzyme inhibition counter-screen; GDH-TPI coupled enzyme counterscreen, NADH absorbance; inhibition, % at 4.8 µM; actives 1.2% (n = 360,000); in the data active = inhibition above about 30%;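 also: 0% = DMSO wells and 100% = wells lacking the enzyme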
FadD28 binding = inhibitors of Mycobacterium tuberculosis FadD28 bisubstrate binding; FadD28 bisubstrate probe binding, fluorescence polarization; AID 588549; actives 0.22% (n = 360,000); inhibition, % at 12.5 µM; in the data active = inhibition above about 8.5%, passing the limit was not always enough; inconclusive = no clear call, values can overlap the other calls
Mtb FBA inh = inhibitors of M. tuberculosis fructose-bisphosphate aldolase; P9WQA3; purified M. tuberculosis FBA, fluorescence read-out; inhibition, % at 1 µM; actives 2.3% (n = 360,000); AID 588726; in the data active = inhibition above about 27%;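 also: 0% = vehicle and 100% = reference inhibitor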
Mtb UGM inh = inhibitors of M. tuberculosis UDP-galactopyranose mutase. P9WIQ1. purified UGM, fluorescence polarization probe displacement. inhibition, % at 10 µM. actives 0.06% (n = 320,000). AID 504406; in the data active = inhibition above about 10%, passing the limit was not always enough; inconclusive = no clear call, values can overlap the other calls
Target sequence (P9WIQ1 whole entry, looked up): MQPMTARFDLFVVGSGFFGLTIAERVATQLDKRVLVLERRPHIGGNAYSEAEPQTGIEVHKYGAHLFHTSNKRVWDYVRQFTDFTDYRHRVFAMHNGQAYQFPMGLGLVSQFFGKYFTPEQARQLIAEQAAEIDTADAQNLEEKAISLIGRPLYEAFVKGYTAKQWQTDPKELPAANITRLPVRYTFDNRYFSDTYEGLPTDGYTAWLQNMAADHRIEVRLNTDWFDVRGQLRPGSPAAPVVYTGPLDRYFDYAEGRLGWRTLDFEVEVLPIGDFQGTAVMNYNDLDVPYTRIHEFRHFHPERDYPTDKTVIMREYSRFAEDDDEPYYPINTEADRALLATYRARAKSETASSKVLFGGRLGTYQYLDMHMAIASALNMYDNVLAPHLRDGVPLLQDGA
PrPC TRFRET = inhibitors of human cell surface prion protein PrPC. actives 0.43% (n = 370,000). AID 720596. inhibition, % at 13.8 µM. P04156. TR-FRET read-out; in the data active = inhibition above about 24%; also: 0% = median of the test wells and 100% = reference compound wells
MazF activator = activators of E. coli MazEF toxin-antitoxin RNase; P0AE70; FAM/BHQ RNA-DNA oligo cleavage fluorescence, 5 h; activation, % at 20 µM; actives 0.32% (n = 350,000); in the data active = activation above about 50%
Target sequence (P0AE70 whole entry, looked up): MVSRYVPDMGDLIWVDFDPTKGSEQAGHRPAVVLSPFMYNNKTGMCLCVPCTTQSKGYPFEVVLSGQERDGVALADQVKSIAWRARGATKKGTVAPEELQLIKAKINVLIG
BoNT-F LC inh = BoNT F light chain protease inhibition. Multiplex microsphere protease cleavage assay, flow cytometry. inhibition, % at 10 µM. actives 0.22% (n = 360,000). AID 588497; in the data active = inhibition above about 35%, passing the limit was not always enough; inconclusive = no clear call, values can overlap the other calls; also: plate controls were buffer without enzyme for full effect and enzyme alone for no effect
BioA inh = BioA (M. tuberculosis) enzyme inhibition | AID 602481 | purified M. tuberculosis BioA enzyme, plate reader | actives 0.096% (n = 360,000) | inhibition, % at 9.99 µM; in the data active = inhibition above about 40%; inconclusive = no clear call, values can overlap the other calls
An asterisk follows results filed as active; ? = inconclusive; . = no result given; & = joins results of further samples.

Start of the data: the first two compounds, ahead of the listing:
SMILES	Rv3671c inh	GDH-TPI counter	FadD28 binding	Mtb FBA inh	Mtb UGM inh	PrPC TRFRET	MazF activator	BoNT-F LC inh	BioA inh
CC1CCN(Cc2ccc(NC(=O)C3CCN(c4nnc(-n5cccc5)s4)CC3)cc2)CC1	5	20	-3.4	1	-1.6	-15	4	-23	-3.3
NC(=O)c1ccccc1NC(=O)NC1CCCCC1	-5	8	0.2	-2	-0.2	-9	-2	-1	0.3

Main list, from the first entry:
SMILES	Rv3671c inh	GDH-TPI counter	FadD28 binding	Mtb FBA inh	Mtb UGM inh	PrPC TRFRET	MazF activator	BoNT-F LC inh	BioA inh
CC1CCN(Cc2ccc(NC(=O)C3CCN(c4nnc(-n5cccc5)s4)CC3)cc2)CC1	5	20	-3.4	1	-1.6	-15	4	-23	-3.3
NC(=O)c1ccccc1NC(=O)NC1CCCCC1	-5	8	0.2	-2	-0.2	-9	-2	-1	0.3
Cc1cc2ccccc2n1CCNC(=O)C1CC1	6	6	0.6	1	5.0	28*	-22	23	0.9
COc1ccccc1CCC(=O)N(Cc1ccccc1)c1c(N)n(Cc2ccccc2)c(=O)[nH]c1=O	-1	-4	-3.9	-5	-3.0	7	-1	5	-1.5
Cc1ccc(S(=O)(=O)N2CCC(C(=O)OCC(=O)N(C)CC(=O)Nc3ccc(F)cc3)CC2)cc1C	2	1	-1.3	3	1.8	10	6	6	0.0
O=C(Nc1ccccc1N1CCCC1)c1ccc2ccccc2c1	4	7	-2.3	-1	1.0	-6	2	.	-1.4
COP(=O)(/C=C/c1ccccc1)C(O)c1ccc(F)cc1 (stereo not given)	-10	2	-2.0	1	3.2	0	-3	2	-0.4
NC(=O)CC(NC(=O)c1ccc(Br)cc1)c1ccc(NCc2ccc(F)cc2)c([N+](=O)[O-])c1 (stereo not given)	-26	4	-2.9	-2	0.5	1	3	-6	-0.5
CC(NCc1ccccc1Cl)C(O)c1ccccc1 (stereo not given)	0	7	-1.2	-3	0.2	4	6	-6	-0.5
O=C(NNC(=O)C1CCCCC1)c1cnccn1	-3	-1	-2.6	2	-1.2	-4	-6	4	0.1
Cc1ccc(N2C(N)=C(C#N)C(c3cccnc3)C3=C2CCCC3=O)cc1 (stereo not given)	7	17	0.3	6	0.6	2	0	-10	.
O=C(N/C(=C/c1cccc(Br)c1)C(=O)N1CCCCC1)c1ccco1	.	14	-0.7	1	.	-4	1	-5	2.2
CCCOc1ccc(/C(CC)=N/NC(=O)C2(C)CC2(Br)Br)cc1 (stereo not given)	8	11	-3.8	0	-2.4	8	4	-6	11
Cc1ccccc1N(CC(=O)NCCSc1ccccn1)S(=O)(=O)c1ccccc1	-2	5	-1.9	1	1.7	0	3	0	.
COc1ccc(OCC(=O)Nc2ccccc2OC)cc1	4	7	-1.4	3	1.5	10	-21	-14	1.0
CC1(C)CC(=O)C2=C(C1)Nc1ccccc1N1C(=O)c3ccccc3C21 (stereo not given)	-1	22	-1.7	-2	-0.9	2	6	3	3.6
Cc1cc(Br)cn2c(Cc3ccsc3)c(-c3ccccc3)nc12	.	.	-1.8	0	.	6	.	-6	1.4
CCOCC(O)CNC(=O)c1ccc2nc(Cc3ccc(OC)c(OC)c3)oc2c1 (stereo not given)	-22	-1	-3.6	2	-0.8	2	14	?	-3.4
CC1CCC(NC(=O)Cn2c(=O)[nH]c3ccsc3c2=O)CC1 (stereo not given)	-5	6	0.3	0	0.3	7	2	?	1.1
Cc1nnc(Sc2cc(NCCO)c([N+](=O)[O-])c3nonc23)s1	.	5	-3.2	-10	.	-33	-6	5	.
CC1(C)CC(=O)CC(C)(C)N1OC(=O)c1ccncc1	-9	0	1.8	0	-0.3	-2	9	-1	2.1
CCc1ccc(C(=O)NNc2cc(Cl)cc(Cl)c2)cc1	-10	5	-1.5	1	-0.3	14	-16	5	-1.0
CNC(=S)NNC(=O)c1cn(C)nc1C	-6	2	-2.0	0	2.6	3	-11	2	.
O=C(CSc1nnc(CN2CCCCC2)n1-c1ccccc1)c1ccc2c(c1)OCO2	-8	8	-1.8	1	3.8	1	-8	8	0.5
O=C(CCNC(=O)c1ccccc1)NCc1ccccc1F	-24	9	-1.0	4	-1.3	7	0	-3	-0.6
S=C(Nc1ccccc1)N1N=CCC1c1ccccc1 (stereo not given)	6	1	-6.4	1	-1.1	-5	6	-5	2.6
O=[N+]([O-])c1ccc(N/N=C/C=C/c2ccco2)cc1	1	4	-0.7	-20	-4.3	-2	1	?	0.0
CCn1nc(CC(=O)Nc2ccc(-n3cnnn3)c(OC)c2)c2ccccc2c1=O	-2	1	-0.8	-3	1.1	3	2	7	1.1
O=C(NCC1CCCCC1)c1cc(S(=O)(=O)N2CCCCC2)ccc1Cl	-3	-10	-2.2	0	1.7	5	0	3	-1.2
Cc1cccc(NC(=S)NCC(c2cccnc2)N2CCOCC2)c1 (stereo not given)	-2	-10	-4.1	-2	2.7	-3	-9	-4	.
COc1ccc(-c2ccc(SCC(=O)Nc3cccc(C(C)=O)c3)nn2)cc1OC	-8	21	-2.9	2	0.0	1	-6	-8	7.2
CSc1cccc(NS(=O)(=O)c2ccc3c(c2)oc(=O)n3C)c1	6	3	-5.5	-2	-5.3	6	6	-7	0.6
O=C(CN1C(=O)N/C(=C\c2ccccc2OCc2ccc(C(=O)O)cc2)C1=O)Nc1ccccc1F	-30	26	-1.2	-1	1.1	-7	-28	-3	-1.3
Cc1cc(Nc2ccccc2C(=O)O)nc2nc3ccccc3c(=O)n12	-1	17	-2.5	-4	1.4	0	6	-4	-0.4
COCCNC(=O)CN1CCOc2ccccc21	-3	-7	-1.3	-1	0.8	1	4	-1	-0.3
O=c1ccc(-c2ccc(S(=O)(=O)Nc3cccc(F)c3)o2)n[nH]1	1	19	0.7	3	2.9	-2	-18	1	-6.6
Cc1ccc(NC(=O)c2cc(C(=O)c3cc(Cl)ccc3O)cn(-c3ccc(C)cc3)c2=O)cc1	-43	24	-1.3	1	-0.7	4	-8	-7	-4.9
CC(=O)Nc1cccc(C(=O)N/N=C/c2cccnc2)c1	8	3	-1.2	-3	1.9	2	4	0	14
O=C(c1cnn2ccccc12)N1CCc2ccccc21	-3	10	-0.7	0	-1.1	-7	1	-3	0.5
CN(C(=O)COC(=O)c1cc(-c2ccc(Cl)s2)nc2ccccc12)C1CCS(=O)(=O)C1 (stereo not given)	-5	4	0.7	12	0.2	6	-7	-2	.
COc1ccccc1C(=O)Nc1nnc([C@@H]2C[C@H](O)[C@@H](CO)O2)s1	.	13	0.3	2	.	-5	.	-2	-2.0
CC(COC(=O)c1ccccc1)(COC(=O)c1ccccc1)/[N+]([O-])=C/c1ccccc1	-4	10	1.4	4	2.5	4	-6	2	.
O=C(Cn1c(=O)cnc2ccccc21)NCC(=O)Nc1ccc(F)c(F)c1	-4	10	1.2	0	2.0	1	-4	2	-2.1
CCOC(=O)c1cc(-c2ccccc2)sc1NC(=O)C(C)(C)C	-1	4	-3.2	1	0.4	-6	-3	-4	.
COc1ccccc1NC(=O)CSc1nc(=O)n(CCN2CCOCC2)c2c1CCC2	7	1	-4.3	0	-0.2	2	-2	4	-2.3
O=C1NC(=O)C(c2ccccc2)(c2ccccc2)N1	3&4	4&-6	0.1&-2.6	4&-1	-3.8&0.0	10&7&12	-7&0	-12&5	-0.9&-3.0
Cc1ccc(S(=O)(=O)N2CCC[C@H]2C(=O)NC2CCCCC2)cc1	.	6	.	5	.	-8	-4	5	-1.1
Oc1ccc(C=Nc2cccc3ncccc23)c(O)c1	-10	15	-1.6	-6	1.2	-4	16	8	0.0
Cc1c(C(=O)NCC2COc3ccccc3O2)oc2ccc(S(=O)(=O)N3CC(C)CC(C)C3)cc12 (stereo not given)	-15	1	-2.9	-1	2.9	4	-3	5	.
CNS(=O)(=O)c1cc(-c2nnc(Nc3ccc(CC(N)=O)cc3)c3ccccc23)ccc1C	-8	25	-1.4	-2	4.1	-7	5	19	4.9
O=C(NCCCN1CCOCC1)C(=O)NCC1CCCO1 (stereo not given)	7	-9	-0.4	1	3.8	-8	5	-1	1.0
COc1ccc(NC(C)=O)cc1S(=O)(=O)NC(Cc1ccccc1)C(=O)NC(C)c1ccccn1 (stereo not given)	.	1	-3.1	-1	.	1	9	1	2.3
c1ccc(-c2cncnc2)cc1	-2	-11	0.3	2	0.0	3	3	-7	-1.8
CC(C)n1c(CNC(=O)c2ccccc2F)nnc1SCC(=O)c1ccc(F)cc1	.	2	-3.3	0	.	6	0	3	-2.0
O=[N+]([O-])c1cccc(S(=O)(=O)NCCc2cn3ccccc3n2)c1	9	10	0.3	2	0.9	-12	1	-3	1.8
COc1cccc(-c2cnc3c(NC(C)=O)cc(-c4ccccc4OC)cn23)c1	.	2	-6.2	16	.	-2	.	2	-1.0
CCOC(=O)C1(CC2CCCCO2)CCN(S(=O)(=O)c2ccsc2)CC1 (stereo not given)	2	-1	-2.2	0	0.7	6	0	-1	.
C=CCN1C(=O)c2ccc(C(=O)N(C)CC(=O)Nc3ccc(Br)cc3C)cc2C1=O	-6	-6	-4.2	-2	.	4	4	-7	0.4
Cc1ccc(S(=O)(=O)Nc2nc3ccccc3nc2N2CCc3ccccc3C2)cc1	-20	11	-1.2	20	-1.5	-6	-16	-2	1.6
O=C(O)c1cc2ncc(-c3[nH]ncc3[N+](=O)[O-])cn2n1	6	9	-1.8	2	0.7	-9	-20	-4	.
(list continues)
SMILES	Rv3671c inh	GDH-TPI counter	FadD28 binding	Mtb FBA inh	Mtb UGM inh	PrPC TRFRET	MazF activator	BoNT-F LC inh	BioA inh
Cc1ccc(C)c(NC(=O)CSc2nnc(C)c(=O)n2N)c1	-8	-1	-2.3	-1	-2.5	-3	3	2	.
Cc1cc(OCC(=O)OCC(=O)N(C)Cc2ccccc2C)ccc1Cl	-2	-2	-1.8	-1	0.6	3	3	.	-0.3
COc1ccccc1-n1ccnc1SCC(=O)NC(C)(C)C	-2	-6	-0.5	1	0.1	1	1	-2	1.5
C#CCNC(=O)C1=C[C@@H](c2coc3ccccc3c2=O)C[C@@H](OCc2ccc(CO)cc2)O1	2	3	-0.8	2	0.3	7	7	-2	-1.3
N#Cc1nc(COc2ccccc2F)oc1NCCCn1ccnc1	-6	7	-1.6	3	-1.7	8	1	-17	1.8
CCOC(=O)c1cccc(NC(=O)Cn2cc3c(n2)CCC(C)C3)c1 (stereo not given)	-1	0	-2.3	5	-0.2	-1	2	4	0.8
CC(=O)N1CCc2ccc(S(=O)(=O)N3CCN(C)CC3)cc21	6	2	-0.3	0	-0.2	-7	-1	-3	.
COCCN(C(=O)COC(=O)c1cccc2ccccc12)c1c(N)n(Cc2ccccc2)c(=O)[nH]c1=O	-5	2	-0.4	5	1.6	-2	2	4	0.8
COc1cccc(CN2CCN(Cc3cc(OC)c(OC)cc3[N+](=O)[O-])CC2)c1	-2	3	-3.9	2	-0.6	.	-2	14	0.5
CC1(C(=O)NS(=O)(=O)c2ccc3ccccc3c2)CCN1C(=O)C1(c2ccc(Cl)cc2)CCC1 (stereo not given)	.	1	-5.7	-2	.	8	.	-6	0.5
Cn1cc(CC(=O)NCCCN2CCOCC2)c2ccccc21	4	15	-1.1	0	2.4	3	1	-2	-0.4
c1coc(CN2CN=C(Nc3nc4ccccc4s3)NC2)c1	0	7	-6.9	-1	-0.6	0	2	1	1.5
CCN(CC)CCn1c(NCc2ccco2)nc2ccccc21	-1	-4	-2.9	0	-8.3	3	-8	-8	0.4

Shown as comma-separated lines: part of the list above
Molecule,Rv3671c inh,GDH-TPI counter,FadD28 binding,Mtb FBA inh,Mtb UGM inh,PrPC TRFRET,MazF activator,BoNT-F LC inh,BioA inh
CCOC(=O)c1cccc(NC(=O)Cn2cc3c(n2)CCC(C)C3)c1 (stereo not given),-1,0,-2.3,5,-0.2,-1,2,4,0.8
c1coc(CN2CN=C(Nc3nc4ccccc4s3)NC2)c1,0,7,-6.9,-1,-0.6,0,2,1,1.5
CC(=O)N1CCc2ccc(S(=O)(=O)N3CCN(C)CC3)cc21,6,2,-0.3,0,-0.2,-7,-1,-3,.
Cc1cc(OCC(=O)OCC(=O)N(C)Cc2ccccc2C)ccc1Cl,-2,-2,-1.8,-1,0.6,3,3,.,-0.3
COc1ccccc1-n1ccnc1SCC(=O)NC(C)(C)C,-2,-6,-0.5,1,0.1,1,1,-2,1.5

Screening results from PubChem BioAssay.
